Bioassay records as filed in PubChem.
aSyn rescue: rescues yeast growth from alpha-synuclein toxicity; Yeast expressing alpha-synuclein, growth rescue, BacTiter-Glo, 24 h; Potency, µM (titrated, usually from 46.1 µM), inactives show top-dose growth rescue (activation), usual class: activators; 370,000 compounds, 0.14% hits; further: potency means the concentration at half of the fitted maximal effect; % of control where 0% means no effect; nearly all actives have a fitted effect of over 65% in size
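Rescue of yeast growth: cells expressing toxic alpha-synuclein, induced in galactose at OD600 0.02, incubated with compound 24 h at 30 C. ATP luminescence quantified growth; inhibitors of toxicity appear as activators.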
Akt phos inh: Akt phosphorylation inhibition. AID 651550. 360,000 compounds, 0.32% hits. Neuro2A IGF-stimulated pAkt S473 HTRF, 20 min; hits give low values. activity change, % for hits at 50 µM; in the data active means activity change below about -80%; inconclusive means mostly about -51% to -80%; further: on the % scale 0 is the no-effect control and ±100 the full control effect
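Single-point screen (50 µM final compound) in Neuro2A cells stimulated 20 min with 6 nM IGF at 37 deg C. After lysis, Ser473-phosphorylated Akt read by HTRF (ex 330 nm, em 615/665 nm) as the 665/615 ratio.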
DRD3 antagonist: D3 dopamine receptor (human) antagonism | P35462 | 360,000 compounds, 2.5% hits | D3R cells, DiscoveRx beta-arrestin luminescence, antagonist mode; hits give low values | max response, negative = inhibition, %; in the data active means max response below about -50%; inconclusive means no clear call, values can overlap the other calls; further: on the % scale 0 is the no-effect control and ±100 the full control effect; mostly tested at two doses, the higher about 12 µM
Target sequence (P35462 whole entry, looked up): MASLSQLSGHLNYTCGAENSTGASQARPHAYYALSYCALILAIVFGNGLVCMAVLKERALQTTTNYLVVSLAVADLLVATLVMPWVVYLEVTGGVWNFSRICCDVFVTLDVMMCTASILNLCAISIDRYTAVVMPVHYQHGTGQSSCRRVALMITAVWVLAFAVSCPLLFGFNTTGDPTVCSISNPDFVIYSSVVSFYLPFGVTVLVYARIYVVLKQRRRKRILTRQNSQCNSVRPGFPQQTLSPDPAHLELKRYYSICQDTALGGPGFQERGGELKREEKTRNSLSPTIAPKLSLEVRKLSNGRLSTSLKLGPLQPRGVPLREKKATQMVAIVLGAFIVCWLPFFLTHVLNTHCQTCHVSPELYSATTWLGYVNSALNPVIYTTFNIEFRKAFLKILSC
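Cells expressing the human receptor were seeded at 1500 cells/well, incubated overnight at 37 degrees C in 5% CO2, then exposed to library compounds with dopamine controls for 90 minutes at 37 degrees C before luminescent detection.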
GLP1R inv ag: inverse agonists of human GLP-1 receptor | P43220 | 410,000 compounds, 1.6% hits | Potency, µM (highest dose often 38.3 µM), inactives show top-dose activity change, negative = inhibition, hits mostly inhibitors | HEK293 GLP-1R CRE-luciferase, luminescence, 24 h; GLP-1R form is constitutively active | AID 624417; further: potency means the concentration at half of the fitted maximal effect; on the % scale 0 is the no-effect control and ±100 the full control effect; nearly all actives have a fitted effect of over 55% in size
Target sequence (P43220 whole entry, looked up): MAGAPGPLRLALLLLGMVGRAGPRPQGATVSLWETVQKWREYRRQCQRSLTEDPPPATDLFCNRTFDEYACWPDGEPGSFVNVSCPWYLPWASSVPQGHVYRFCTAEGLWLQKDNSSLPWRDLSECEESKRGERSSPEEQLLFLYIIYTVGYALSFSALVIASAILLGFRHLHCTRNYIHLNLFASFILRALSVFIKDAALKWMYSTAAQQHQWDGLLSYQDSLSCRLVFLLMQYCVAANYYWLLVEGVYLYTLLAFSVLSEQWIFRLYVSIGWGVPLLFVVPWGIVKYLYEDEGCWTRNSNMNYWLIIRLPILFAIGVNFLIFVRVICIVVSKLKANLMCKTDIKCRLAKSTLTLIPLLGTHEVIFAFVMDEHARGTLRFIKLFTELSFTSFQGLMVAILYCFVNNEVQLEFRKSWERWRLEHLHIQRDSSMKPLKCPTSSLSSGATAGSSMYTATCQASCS
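Stable HEK293 clone (constitutively active GLP-1R + cAMP-response luciferase); 200 cells/uL plated, 12 h pre-culture, compound 24 hr, 37 deg C/5% CO2; detection reagent 12 min RT; luminescence.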
PTHR1 ag: agonists of human PTHR1 parathyroid hormone receptor; HEK293 GP2 PTHR1 cells, GloSensor cAMP luminescence, 1 h; Potency, µM (highest dose often 115 µM), for the others: at the highest dose activation, most hits filed as activators; 410,000 compounds, 0.075% hits; further: potency means the concentration at half of the fitted maximal effect; nearly all actives have a fitted effect of over 55% in size; some results filed as inactive show a strong effect at the top dose; inactives centre near -15; many of its hits are not listed in these tables
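HEK-293-derived GP2 cells expressing PTHR1 and a GloSensor cAMP reporter, 3,000/well, plated overnight, given luciferin plus IBMX (each 0.5 mM as added) for 1 h at 37 °C, then compound for 1 h at 37 °C. Luminescence was read after 15 min at room temperature.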
GLP1R ag: activates the human GLP-1 receptor; Potency, µM (top dose mostly 45.6 µM), for the others: top-dose activation, hits mostly activators; P43220; 380,000 compounds, 0.007% hits; HEK293 GLP-1R CRE-luciferase, luminescence, 4-6 h; cells express a hypersensitive GLP-1R form; further: potency means the concentration at half of the fitted maximal effect; % of control where 0% means no effect
FUS yeast rescue: rescues growth of FUS-expressing yeast. S. cerevisiae FUS-expressing, growth rescue, OD600, 24 h. Potency, µM (top dose mostly 76.6 µM), for the others: top-dose growth rescue (activation), hits mostly activators. 390,000 compounds, 0.24% hits;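 further: potency means the concentration at half of the fitted maximal effect; plate controls were DMSO vehicle for no effect and reference control for full effect; nearly all actives have a fitted effect of over 55% in size; some results filed as inactive show a strong effect at the top dose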
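FUS-expressing yeast, raffinose-pregrown, induced in 2% galactose minimal medium at OD 0.005; compounds in a dilution series, 24hr at 30C. Growth restoration read as absorbance at 600 nm. CP55940 positive control, DMSO negative.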
TDP43 rescue: rescues yeast growth from TDP-43 toxicity; Potency, µM (series often up to 46.1 µM), without a hit: top-dose growth rescue (activation), actives largely listed as activators; AID 652104; 410,000 compounds, 1.8% hits; TDP-43 expressing yeast growth rescue, BacTiter-Glo, 24 h; further: potency means the concentration at half of the fitted maximal effect; % of control where 0% means no effect; nearly all actives have a fitted effect of over 50% in size
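Yeast cells expressing TDP-43 under galactose induction are exposed to compounds for 24 hr at 30 deg C. BacTiter-Glo luminescence measures growth, so protective compounds score as activators.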
Abeta rescue: A-beta toxicity reversal in yeast; 410,000 compounds, 0.063% hits; Potency, µM (doses to about 46.1 µM), for inactives: at the highest dose growth rescue, usual class: activators; yeast expressing A-beta42, growth rescue, OD600, 48 h; response scale: 0% DMSO, 100% iron-clioquinol control; further: potency means the concentration at half of the fitted maximal effect; nearly all actives have a fitted effect of over 55% in size
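Yeast growth medium received pinned compounds, then yeast cells expressing toxic A-beta were added; plates incubated at 30 C for 48 hr. Growth read as absorbance at 600 nm, normalized to DMSO and equimolar FeCl3 plus clioquinol controls.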
* marks the source's active call; other numbers are inactive results; i = inactive; ? = inconclusive; · = no result given; [ ] = dose if it differs, or a comment. Unless noted, the call rests on the fitted dose curve; in most records, active means well fitted curve in the direction sought with a large enough effect; inconclusive means small, poorly fitted or top-dose-only effect, or another doubt; inactive means no such curve, though single readings can be large; an effect the other way counts as inactive or inconclusive. An excerpt (hit frequency here may not be typical).

SMILES | aSyn rescue | Akt phos inh | DRD3 antagonist | GLP1R inv ag | PTHR1 ag | GLP1R ag | FUS yeast rescue | TDP43 rescue | Abeta rescue
COc1ccc(CN(CC2CCCO2)S(=O)(=O)c2ccc(C(=O)O)cc2)cc1OC (configuration not stated) | -5% | i | -25 | 0% | -16%[57.5 µM] | -1% | 24% | 20% | -10%
COC(=O)c1ccc2nc(C)cc(Nc3cccc(Cl)c3C)c2c1 | 0% | · | · | -23% | i | -6% | 7% | -9% | -21%
CCCCNC(=O)c1c(N)[nH]c(C(=O)c2ccccc2)c1-c1ccc(Cl)cc1 | -13% | i | -3 | 9% | 6% | 7% | -13% | 25% | 0%
CN1CCN(Cc2nc(Cc3ccccc3)no2)CC1c1ccccc1 (configuration not stated) | 1% | i | 3 | ? | i | 10% | -4% | -14% | -5%
O=C(CNCc1cccs1)Nc1ccc(S(=O)(=O)N2CCCCC2)cc1 | 0% | i | 13 | ? | -9% | 10% | 12% | -17% | 1%
CCc1nc(C)cn1S(=O)(=O)c1ccc(Br)cc1 | -5% | i | 8 | 19% | i | -5% | -3% | -9% | -20%
COc1cc(-c2nc(-c3cccnc3)no2)cc(OC)c1OC | -4% | i | 14 | 5% | 0% | -5% | -17% | 8% | -6%
O=C(N/N=C/c1ccc[nH]1)c1ccc(Cl)cc1 | -8% | i | 10 | -8% | -9% | -2% | · | -2% | 1%
COc1ccccc1-c1nn2c(=O)cc(C)nc2s1 | 3% | i | 15 | 29% | i | -6% | 0% | 0% | 0%
Cc1nc(-c2ccccc2)c(-c2ccccc2)[nH]1 | -1% | i | -51* | ? | -10%[57.5 µM] | 26% | 11% | 12% | 8%
COc1ccccc1N1CCN(Cc2cc(=O)c(OCC#N)co2)CC1 | -4% | i | -12 | 15% | -8% | 1% | -27% | -6% | 2%
CN1C(=O)N(C)C2(c3ccccc3)N(C(C)(C)C)C(=O)NC12c1ccccc1 (configuration not stated) | -5% | i | -24 | 7% | -2% | 6% | · | -13% | -2%
CC(C)CNc1cc(NC2CCCCC2)c2c3c(onc13)-c1ccccc1C2=O | · | · | · | -16% | i | · | 22% | 19%[9.22 µM] | -24%
Cc1occc1C(=O)Nc1cccc([N+](=O)[O-])c1 | -10% | i | 0 | -3% | 0% | 1% | · | -24% | 16%
C/C(=N\NC(=O)c1c(C)nc2ccccn12)c1ccccc1F | -12% | i | 12 | 17% | i | 10% | 17% | -11% | -7%
COc1ccc(C2N(C(=O)c3ccccc3)CCN2C(=O)c2ccc(C)cc2)cc1 (configuration not stated) | 11% | i | -21 | -11% | i | 3% | 16% | -18% | 15%
O=C1NC(c2ccccc2)C(c2ccccc2)N1 (configuration not stated) | -1% | i | 4 | 18% | i | -5% | · | -2% | 5%
O=C(NCc1cccnc1)c1csc2c1CCCC2 | 4% | i | -6 | 18% | i | 1% | 8% | 15% | 15%
O=C(COc1ncnc2scc(-c3ccc(F)cc3)c12)NCc1ccco1 | 2% | i | -1 | 6% | i | -7% | -6% | 9% | 17%
O=C1NC(=O)C2C1C(c1cccs1)NN2Cc1ccccc1 (configuration not stated) | 9% | i | ? | -9% | ? | 3% | 24% | · | -5%

Sorted by number of heavy atoms (high to low): 3 of the compounds above
SMILES | aSyn rescue | Akt phos inh | DRD3 antagonist | GLP1R inv ag | PTHR1 ag | GLP1R ag | FUS yeast rescue | TDP43 rescue | Abeta rescue
COc1ccccc1N1CCN(Cc2cc(=O)c(OCC#N)co2)CC1 | -4% | i | -12 | 15% | -8% | 1% | -27% | -6% | 2%
C/C(=N\NC(=O)c1c(C)nc2ccccn12)c1ccccc1F | -12% | i | 12 | 17% | i | 10% | 17% | -11% | -7%
CCc1nc(C)cn1S(=O)(=O)c1ccc(Br)cc1 | -5% | i | 8 | 19% | i | -5% | -3% | -9% | -20%

(continued)
SMILES | aSyn rescue | Akt phos inh | DRD3 antagonist | GLP1R inv ag | PTHR1 ag | GLP1R ag | FUS yeast rescue | TDP43 rescue | Abeta rescue
Cc1cc(C)n(C(=O)CNC(=O)c2ccccc2F)n1 | 1% | i | -12 | 1% | i | -3% | 3% | -10% | -9%
COc1ccc(/C(N)=N/OC(=O)Cc2ccccc2OC)cc1 | -1% | i | -2 | -27% | -7%[57.5 µM] | 3% | 10% | 20µM* | -2%
COCCOc1ccc(C(F)(F)F)cc1NC(=O)c1ccccc1F | -4% | i | -18 | 6% | i | 2% | 17% | 8% | 1%
CC(C)(C)OC(=O)N[C@@H](COCc1ccccc1)C(=O)N[C@@H](CO)[C@H](O)[C@@H]1C[C@@H]1C(=O)NC1CC1 | -1% | i | ? | 6% | 29% | 7% | -7% | -3% | 0%
O=C(Nc1ccnn1C1CCN(Cc2cccc(OCCO)c2)CC1)c1cccc(F)c1 | -4% | i | 6 | -6% | i | 7% | · | 10% | 6%
CCOC(=O)c1c(C)[nH]c(C(=O)NCCc2ccc(OC)c(OC)c2)c1C | 0% | i | 12 | 2% | i | 18% | 10% | 8% | 11%
CCSc1nc2ccccc2n1CC(=O)O | -1% | i | 2 | -2% | -9% | -2% | 17% | -14%[0.397 µM] | -2%
O=C(NCC1CCN(C(=O)c2ccc([N+](=O)[O-])cc2)CC1)C(=O)Nc1ccccc1 | 1% | i | 2 | 19% | -24% | 5% | -1% | 20% | -6%
O=C(COC(=O)C1CC(O)CN1S(=O)(=O)c1ccccc1[N+](=O)[O-])c1ccc[nH]1 (configuration not stated) | -1% | i | -1 | -25% | -38%[inhibitor] | 5% | 7% | 3% | 10%
CCCCC(=O)Nc1ccc(NC(=S)NC(=O)CC(C)C)cc1OC | -1% | i | 4 | -25% | -40%[inhibitor] | -1% | · | 30% | 0%
CCn1c(=N)n(CC(=O)C(C)(C)C)c2ccccc21 | -10% | i | 16 | ? | i | ? | 40% | -23% | -3%
Cc1cccc(-c2nc(CS(=O)CC(=O)NC3CCCC(C)C3C)c(C)o2)c1 (configuration not stated) | 12% | i | 19 | ? | i | 1% | 13% | ? | 4%
CCCCCCCNC(=O)C1(CC2CC(c3cccc(Br)c3)=NO2)CCN(C(=O)OC(C)(C)C)CC1 (configuration not stated) | -1% | i | ? | ? | -20% | -2% | 35% | 13% | 2%
CC(=O)N1CCN(C(=O)c2ccc(S(=O)(=O)Nc3ccccc3F)cc2)CC1 | -9% | i | -11 | 6% | -21% | -6% | -8% | -6% | -6%
CCOC(=O)c1sc2ccccc2c1S(=O)(=O)N1CCN(c2cc(C)ccc2C)CC1 | · | · | · | ? | i | · | 6% | 13% | -2%
O=C(CNC(=O)c1ccccc1Cl)Nc1ccncc1 | -1% | i | 5 | 13% | -13% | -6% | -28% | 10% | 4%
O=C(CSc1nc2ccccc2s1)NCc1ccc2c(c1)OCO2 | -1% | i | -11 | 3% | i | 4% | · | 0% | -7%
Fc1cccc(/C=N/Nc2ccc(Cl)nn2)c1 | -4% | i | 3 | 59%[activator] | -11% | 2% | 18% | 7% | -6%
CN1CCN(c2ccc([N+](=O)[O-])cc2C(=O)N2CCCCC2)CC1 | -2% | i | -8 | 12% | -16% | -1% | · | -36% | -21%
Cc1ccc(NC(=O)C2CCN(S(=O)(=O)c3ccc4c(c3)CCCN4C(=O)C3CCC3)CC2)cc1 | · | · | · | 21% | i | · | ? | 18% | -8%
COCC1CCN(Cc2nc(COc3ccccc3)no2)C1 (configuration not stated) | 1% | i | 16 | -6% | -7% | -1% | 10% | · | 5%
Cc1ccc(O)c(NC(=O)c2ccco2)c1 | -24% | i | -7 | 14% | i | -2% | 16% | -30%[inhibitor] | -16%
CC1(c2nnc(Cc3ccccc3)o2)CC(c2ccc(Cl)cc2)=NO1 (configuration not stated) | 8% | i | 2 | -16% | -4% | 4% | -5% | 1% | 1%
O=C(COc1ccc(Cl)cc1)NCc1ccc(F)cc1 | 3% | i | 5 | ? | -20% | 1% | 5% | 11µM* | -6%
CN1C(=O)c2ccccc2N(C)C1c1cccc(O)c1 (configuration not stated) | 7% | i | -7 | 11% | i | -3% | 9% | · | -7%
Cc1ccc(N2C(=O)CC(Sc3ncccc3C(=O)O)C2=O)cc1 (configuration not stated) | 4% | i | 13 | 1% | i | 5% | 2% | -1% | 7%
CCc1cccc(C)c1NC(=O)C1=C(C(=O)O)CCCC1 | -10% | · | 15 | 0% | i | -10% | 9% | 10% | -15%
CC(C(=O)NCc1ccccc1)N1C(=O)CN(C)C(=O)c2ccccc21 (configuration not stated) | 2% | i | 19 | -14% | -3%[57.5 µM] | 2% | 6% | -5% | 21%
C=CCNC(=O)c1ccc(-c2nc(-c3ccc(Cl)c(Cl)c3)cs2)cc1 | · | · | 38 | 0% | i | -15% | -11% | 8% | 1%
Cc1c(C(=O)OC(C)CCN(C)C)oc2ccccc12 (configuration not stated) | 8% | i | 12 | -5% | -1%[57.5 µM] | -5% | 10% | 15% | -1%
O=C(CSc1nnc(-c2ccc(Cl)cc2)n1Cc1ccco1)Nc1ccc2c(c1)OCCO2 | 5% | i | 8 | ? | i | 7% | 31% | -10% | 17%
CC1CCN(C(=O)CN2C(=O)NC3(CCCCCC3)C2=O)CC1 | 0% | i | 24 | 7% | i | 6% | · | -21% | 3%
CC(C)c1ccc(N(CCc2ccccn2)C(=O)C(C)(C)C)cc1 | 1% | i | 9 | ? | -19% | 9% | 8% | 6% | -9%
Cc1ccc(S(=O)(=O)N(C)C)cc1NC(=O)c1ccc2ccccc2n1 | -7% | i | 3 | 2% | -21% | 1% | -11% | 9% | -1%
CC(C)(C)C(=O)Cn1c(=N)n(Cc2ccccc2Cl)c2ccccc21 | 2% | i | ? | ? | 0%[57.5 µM] | 10% | 8% | 0% | 2%
COC(=O)c1c(C)[nH]c(C(=O)C(C)OC(=O)c2c(C)noc2C)c1C (configuration not stated) | -1% | i | 23 | -6% | -2% | 5% | -1% | 17% | -4%
